IMPase cell inh = cell-permeable inhibitors of inositol monophosphatase (IMPase) | 120,000 tested, under 10 active | CHO-M1 cells, IP1 accumulation, HTRF TR-FRET ratio | inhibition (IP1 accumulation), % at 46.1 µM | P97697; active = well fitted curve in the direction sought with a large enough effect in the signal ratio, not every such curve was filed as active; inconclusive = small, poorly fitted or top-dose-only effect, or a change in a side signal; inactive = no such curve, though single readings can be large or run the other way; the % refers to the signal ratio;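 note: cells stimulated with carbachol in lithium chloride buffer; plate controls were DMSO basal wells for no effect and reference inhibitor wells for full effect; higher means more IMPase inhibition seen as more IP1 and lower FRET ratio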
Target sequence (P97697 whole entry, looked up): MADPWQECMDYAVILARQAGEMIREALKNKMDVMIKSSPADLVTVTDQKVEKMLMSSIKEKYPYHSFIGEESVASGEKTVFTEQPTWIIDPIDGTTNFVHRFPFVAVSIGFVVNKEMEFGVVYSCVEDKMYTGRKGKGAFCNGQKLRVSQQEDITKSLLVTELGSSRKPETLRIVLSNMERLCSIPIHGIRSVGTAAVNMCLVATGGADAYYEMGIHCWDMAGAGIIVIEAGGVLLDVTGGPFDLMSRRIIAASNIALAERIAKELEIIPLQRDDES
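Elevated IP1 in lysates lowers TR-FRET signal (665/620 ratio and 620 channel reported). Cells were CHO-M1, given carbachol (50 uM as added) plus 50mM LiCl, pH 7.4, 30 min, 37C; compounds titrated up to 46 uM; AC50 by Hill equation.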
12-hLO inh = inhibitors of human 12-lipoxygenase (ALOX12); Potency, µM (doses to about 57.1 µM), without a hit: at the top dose activity change, negative = inhibition, usual class: inhibitors; actives 0.12% (n = 150,000); purified 12-hLO, xylenol orange hydroperoxide absorbance; note: potency is the fitted concentration of half-maximal effect; nearly all actives have a fitted effect of over 55% in size; many of its hits are not listed in these tables
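Lipoxygenase turnover measured by absorbance at 573 and 405 nm after Fe-XO development. Human 12hLO 150 nM, arachidonate 40 uM, pH 7.0 Hepes buffer with detergent; 15 min compound preincubation, 30 min reaction.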
ALOX15B inhib = blocks human 15-lipoxygenase 2 activity | O15296 | purified 15hLO-2, xylenol orange hydroperoxide absorbance | Potency, µM (series often up to 57.1 µM), without a hit: at the top dose activity change, negative = inhibition, actives largely listed as inhibitors | actives 0.56% (n = 110,000) | AID 881; note: potency is the fitted concentration of half-maximal effect; nearly all actives have a fitted effect of over 60% in size; many of its hits are not listed in these tables
Target sequence (O15296 whole entry, looked up): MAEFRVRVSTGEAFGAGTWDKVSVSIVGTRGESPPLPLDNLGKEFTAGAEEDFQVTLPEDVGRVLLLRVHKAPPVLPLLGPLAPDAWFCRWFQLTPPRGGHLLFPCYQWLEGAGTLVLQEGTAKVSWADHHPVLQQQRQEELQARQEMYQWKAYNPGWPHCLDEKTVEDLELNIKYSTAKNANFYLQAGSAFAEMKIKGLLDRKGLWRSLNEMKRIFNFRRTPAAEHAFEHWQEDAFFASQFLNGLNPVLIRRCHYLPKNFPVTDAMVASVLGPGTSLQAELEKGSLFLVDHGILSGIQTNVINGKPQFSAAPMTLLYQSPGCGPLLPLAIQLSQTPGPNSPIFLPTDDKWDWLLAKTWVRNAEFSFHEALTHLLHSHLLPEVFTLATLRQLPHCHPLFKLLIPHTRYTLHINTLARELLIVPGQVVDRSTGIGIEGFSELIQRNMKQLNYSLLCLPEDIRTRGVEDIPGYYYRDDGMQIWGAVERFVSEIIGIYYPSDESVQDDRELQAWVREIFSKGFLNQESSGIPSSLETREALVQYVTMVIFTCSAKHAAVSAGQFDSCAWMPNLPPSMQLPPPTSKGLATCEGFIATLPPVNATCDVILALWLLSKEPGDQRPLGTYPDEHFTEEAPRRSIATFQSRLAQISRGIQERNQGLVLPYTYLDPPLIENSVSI
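Screening format was qHTS against 50 nM purified 15hLO-2 in Hepes pH 7.5 with detergent. Activity follows hydroperoxide formation from 45 uM arachidonic acid, measured as 573:405 nm absorbance ratio of the ferric-xylenol orange complex.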
PNC inhibitor = perinucleolar compartment assembly inhibition. PC3M PTB-GFP, PNC prevalence imaging, 16 h; hits give low values. activity change (PNC), negative = inhibition, % at 10 µM. actives 3.1% (n = 140,000);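 active = readout at or below -70, meaning at least 70% loss of cells showing the perinucleolar compartment, a nuclear body marking cancer cells; inconclusive = readout between -30 and a set limit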;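 note: plate controls were DMSO wells for no effect and camptothecin positive control wells for full effect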
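PC3M cells stably expressing PTB-GFP, 750–1000 cells/well, treated 16 h at 37 °C with compound (23 nl of library stock), in duplicate. After paraformaldehyde fixation and Hoechst stain, imaged at 20x; PNC prevalence scored by image analysis.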
* marks the source's active call; other numbers are inactive results; ? = inconclusive; · = not tested or not shown; [ ] = dose if it differs, or a comment. Unless noted, calls come from the whole dose curve; as a rule, active = well fitted curve in the direction sought with a large enough effect; inconclusive = small, poorly fitted or top-dose-only effect, or another doubt; inactive = no such curve, though single readings can be large; an effect the other way counts as inactive or inconclusive. Unless noted, % is set by controls: 0 for no effect and ±100 for the full control effect.

SMILES | IMPase cell inh | 12-hLO inh | ALOX15B inhib | PNC inhibitor
COc1ccc(NC(=S)NCCCc2ccccc2)cc1 | · | -21% | · | ?
CCCCc1ccc(NC(=O)C2CCN(S(C)(=O)=O)CC2)cc1 | -5 | -4% | -4% | -4
CCCCn1c(=O)n(CC(O)c2ccccc2)c(=O)c2c1ncn2C1CCCC1 (stereo not drawn) | -3 | -7% | -19% | 10
O=C(NCCc1ccc(O)cc1)c1ccc(Cl)cc1 | -2 | 5% | 8% | 45
COc1ccc(C)cc1N(CC(=O)NC1CCCC1)C(=O)CCC(=O)Nc1cc(C)on1 | 7 | -2% | 6% | 18
O=c1c2ccccc2nc(-c2ccc(Cl)cc2Cl)n1CCCn1ccnc1 | 5 | 8% | 40%[activator] | 63
O=C(CCOc1ccccc1)NCC(c1ccco1)N1CCCCC1 (stereo not drawn) | 16 | -2% | 3% | -5
CC1(C)CC[C@]2(C)CC[C@@]3(C)C(=CCC4[C@@]5(C)CCC(O)C(C)(C)C5CC[C@@]43C)C2C1 (stereo partly drawn) | · | -2% | 0% | ·
COc1ccc(OC)c(NS(=O)(=O)c2ccc(Cl)s2)c1 | ? | -1% | · | 41
COc1ccc(CCNC(=O)CSc2nc(O)c(CCC(C)C)c(=O)[nH]2)cc1OC | 0 | 0% | · | -25
O=C(NCc1cccnc1)C1c2ccccc2C(=O)N1Cc1ccccc1 (stereo not drawn) | 1 | 2% | 5% | 21
C=CCNC(=O)C(=O)NN=C1CCN(C)CC1 | -6 | 1% | 3% | ?
O=C(Nc1nc(-c2cccs2)cs1)c1ccc(S(=O)(=O)N2CCCCC2)cc1 | -1 | ? | -11% | -15
Cc1c(C(=O)NCC2CCCO2)sc2nc(-c3ccc(F)cc3)cn12 (stereo not drawn) | 7 | -1% | -5% | 4
CCOC(=O)Cc1csc(/C(=N/O)C(N)=O)n1 | 3 | -1% | -14% | 0
CCOc1ccc(OCC)c(NC(=O)C2CCN(c3nn4c(=O)cc(C)nc4s3)CC2)c1 | -4 | -2% | 1% | -12
COc1ccc(-c2oc3ncn4nc(Cc5ccccc5)nc4c3c2-c2ccc(OC)cc2)cc1 | 20 | 3% | -8% | 36
COc1ccccc1N1CCN(C(=O)Oc2ccccc2)CC1 | ? | 1% | -12% | -15
Cc1noc(NS(=O)(=O)c2ccc(NC(=O)CSc3nc4c(cc3C#N)CCCCC4)cc2)c1C | -1 | -8% | -6% | 1
c1ccc(CCn2nnnc2CN2CCN(C3CCCC3)CC2)cc1 | 5 | 5% | 4%[2.29 µM] | 6

15 successive compounds from above, for reference:
SMILES | IMPase cell inh | 12-hLO inh | ALOX15B inhib | PNC inhibitor
CCCCn1c(=O)n(CC(O)c2ccccc2)c(=O)c2c1ncn2C1CCCC1 (stereo not drawn) | -3 | -7% | -19% | 10
O=C(NCCc1ccc(O)cc1)c1ccc(Cl)cc1 | -2 | 5% | 8% | 45
COc1ccc(C)cc1N(CC(=O)NC1CCCC1)C(=O)CCC(=O)Nc1cc(C)on1 | 7 | -2% | 6% | 18
O=c1c2ccccc2nc(-c2ccc(Cl)cc2Cl)n1CCCn1ccnc1 | 5 | 8% | 40%[activator] | 63
O=C(CCOc1ccccc1)NCC(c1ccco1)N1CCCCC1 (stereo not drawn) | 16 | -2% | 3% | -5
CC1(C)CC[C@]2(C)CC[C@@]3(C)C(=CCC4[C@@]5(C)CCC(O)C(C)(C)C5CC[C@@]43C)C2C1 (stereo partly drawn) | · | -2% | 0% | ·
COc1ccc(OC)c(NS(=O)(=O)c2ccc(Cl)s2)c1 | ? | -1% | · | 41
COc1ccc(CCNC(=O)CSc2nc(O)c(CCC(C)C)c(=O)[nH]2)cc1OC | 0 | 0% | · | -25
O=C(NCc1cccnc1)C1c2ccccc2C(=O)N1Cc1ccccc1 (stereo not drawn) | 1 | 2% | 5% | 21
C=CCNC(=O)C(=O)NN=C1CCN(C)CC1 | -6 | 1% | 3% | ?
O=C(Nc1nc(-c2cccs2)cs1)c1ccc(S(=O)(=O)N2CCCCC2)cc1 | -1 | ? | -11% | -15
Cc1c(C(=O)NCC2CCCO2)sc2nc(-c3ccc(F)cc3)cn12 (stereo not drawn) | 7 | -1% | -5% | 4
CCOC(=O)Cc1csc(/C(=N/O)C(N)=O)n1 | 3 | -1% | -14% | 0
CCOc1ccc(OCC)c(NC(=O)C2CCN(c3nn4c(=O)cc(C)nc4s3)CC2)c1 | -4 | -2% | 1% | -12
COc1ccc(-c2oc3ncn4nc(Cc5ccccc5)nc4c3c2-c2ccc(OC)cc2)cc1 | 20 | 3% | -8% | 36

Other entries follow:
SMILES | IMPase cell inh | 12-hLO inh | ALOX15B inhib | PNC inhibitor
CN(C)CCNC(=O)/C(=C/c1ccc(-c2cccc([N+](=O)[O-])c2)o1)NC(=O)c1ccccc1 | · | 1% | · | -27
CC(=O)c1cccc(NC(=O)C2C3C=CC(C4CC34)C2C(=O)O)c1 (stereo not drawn) | 0 | 2% | 6% | -14
O=C(NCc1ccco1)c1ccc(NC(=O)C2COc3ccccc3O2)cc1 (stereo not drawn) | -5 | -10% | 2% | ?
CC(=O)/C(=N\Nc1ccccc1Cl)Sc1nnc(-c2ccccc2)n1-c1ccccc1 | -9 | -2% | · | -8
COc1cc(CC(=O)OCC(=O)Nc2ncc(Cl)cc2Cl)cc(OC)c1OC | 6 | -9% | -8% | 14
CSCCC(NS(=O)(=O)c1cccs1)C(=O)NCc1ccc(C)cc1 (stereo not drawn) | · | 1% | · | 49
COc1ccc(NC(=O)C2CCCCN2S(=O)(=O)c2ccc(F)cc2)c(OC)c1 (stereo not drawn) | 3 | -6% | 15% | -7
CC1CCCN(Cc2nc3c(c(=O)n(C)c(=O)n3C)n2CCc2ccccc2)C1 (stereo not drawn) | 8 | 0% | 3%[2.29 µM] | ?
COC(=O)c1ccccc1NC(=O)CNc1cc(OC)c(OC)cc1C | 7 | -6% | · | ?
COc1ccc(CC(=O)Nc2ccc(/C(C)=N/NC(=O)c3cccc([N+](=O)[O-])c3)cc2)cc1 | 12 | -3% | -4% | -28
CCc1nc(C)ccc1OCC(=O)N(CC)CC | 0 | 4% | -8% | 45
c1cncc(-c2noc(-c3cccc4ccccc34)n2)c1 | 10 | -10% | 38%[activator] | -15
COc1ccc(-c2cc(-c3c(O)c(OC)c4occc4c3OC)[nH]n2)cc1 | 8 | -16% | -7% | 21
O=c1c2cc(O)c(O)cc2oc2cc(O)c(C3OC(CO)C(O)C(O)C3O)c(O)c12 (stereo not drawn) | · | -9% | -13% | ·
COCCCn1[nH]c2c3c(ccc2c1=O)C(=O)c1ccccc1C3=O | ? | 2% | -11% | 49
Nc1nc(Cl)nc2c1ncn2[C@@H]1O[C@@H](CO)[C@@H](O)[C@H]1O | 2 | -3% | 1% | ·
CCc1ccccc1NC(=O)N1C2CCCC1CC(NC(=O)C(C)(C)C)C2 (stereo not drawn) | -3 | 0% | -3% | -15
COc1ccccc1CNC(=O)COC(=O)Cc1c(Cl)cccc1Cl | -10 | 2% | · | 13
O=C(CSc1nnc(NC(=O)c2ccco2)s1)NC1CCCC1 | -2 | -1% | -3% | -3
O=C(Cn1c2c(sc1=O)C1c3ccccc3OCC1CS2)Nc1ccc(Cl)c(Cl)c1 (stereo not drawn) | · | -4% | · | 56
Oc1cnc2ccccc2c1CN1CCOCC1 | ? | -2% | · | 18
N#Cc1cc2ccccc2nc1SCc1ccccn1 | 2 | -9% | 2% | -5
CCN(C(=O)c1cc(Cl)ccc1OC)c1ccccc1C | 2 | -3% | · | -22
O=C(CNc1cccc2ccccc12)N/N=C/c1cccc(Oc2ccccc2)c1 | · | -4% | · | 10
CC(C)(C)c1ccc(C(=O)NNC(=O)Cc2cccc3ccccc23)cc1 | 1 | -18% | 30% | 16
O=C(COc1nsnc1N1CCOCC1)N/N=C/c1ccccc1O | · | 6% | · | -2
CCOc1ccc(N(CC(=O)O)S(=O)(=O)c2cccnc2)cc1 | 3 | 0% | 1% | -16
CC(C)c1nc(-c2ccccn2)no1 | ? | 0% | 0% | 24
COCCCNC(=O)c1cccc2c(=O)c(C)c(-c3ccccc3)oc12 | 4 | 0% | · | -12
CCOc1cccc(CNCCO)c1OCc1ccc(Cl)cc1 | · | -1% | · | -21
CC(C)Cn1c(SC(C)C(=O)Nc2ccc3c(c2)OCCO3)nc2ccccc2c1=O (stereo not drawn) | 6 | -9% | 3% | -1
Cc1ccc(-c2cc(C(F)F)n3ncc(C(=O)N4CCN(c5cccc(C)c5C)CC4)c3n2)cc1 | 18 | -21% | -5% | -20
c1ccc2c(c1)CCN(c1ncnc3c1[nH]c1ccccc13)C2 | 27 | 6% | 29% | ?
CCn1cc(/C=N/NS(=O)(=O)c2ccc(OC)cc2)c(C)n1 | 0 | 9% | -5% | 51
O=C(NC1CCCC1)c1ccc(CS(=O)(=O)c2ccc(Br)cc2)o1 | 10 | 2% | 3% | ?
S=c1nc(-c2ccccc2Cl)n(Cc2cccnc2)c2c1CCCC2 | · | 4% | · | -88*
C=CS(=O)(=O)c1ccc(Oc2ccc(S(=O)(=O)C=C)cc2)cc1 | · | -4% | · | -134*
CCn1c(SCC(=O)Nc2ccccc2C(=O)OC)nc2c1c(=O)n(C)c(=O)n2C | 15 | 0% | 1% | -13
CCOC(=S)SCC(=O)Nc1nc(-c2ccccc2)cs1 | 3 | 0% | · | 3
COc1ccc(/C=N/n2c(N)nc3ccccc32)cc1OC | -5 | 0% | 59%[activator] | 9
Cc1cccc(OCC(=O)O/N=C(\N)Cc2cccs2)c1 | -7 | 0% | 8% | 32
O=S(=O)(/N=C(\Sc1ccccc1)c1ccccc1)c1ccc(Cl)cc1 | -3 | -10% | 5% | -22
CCN1CC2=C(OC(N)=C(C#N)C2c2ccccc2)/C(=C\c2ccccc2)C1 (stereo not drawn) | 14 | -29% | 19% | ?
Cn1c(SCC(=O)N/N=C/C=C/c2ccco2)nc2ccccc21 | · | -2% | · | ?
Cc1ccccc1OCC(=O)NNC(=S)NC(=O)c1ccccc1[N+](=O)[O-] | · | 5% | · | ?
COc1ccc(CCNC(=O)C(=O)NCC2CCCO2)cc1 (stereo not drawn) | ? | -7% | · | ?
CCOc1ccc(-c2nc(CSc3nnc(N)s3)cs2)cc1 | 11 | -2% | -4% | -18
CCOC(=O)c1cccc(NC(=O)C(C)N2C(=O)c3ccccc3C2=O)c1 (stereo not drawn) | 3 | 2% | -6% | ?
Cn1c(SCc2ccon2)nc2ccccc2c1=O | -9 | 0% | 2% | 18
Cc1nc2c(C)cccc2cc1C(=O)N/N=C/c1ccc(O)cc1 | · | -6% | · | 3
Going on with the list:
SMILES | IMPase cell inh | 12-hLO inh | ALOX15B inhib | PNC inhibitor
O=C(CCc1nc(-c2ccccc2)no1)NCCc1ccccc1 | 1 | 6% | · | 37
CCN(CC)CCn1nc(C)nc1-c1ccccc1O | -3 | 5% | -3% | 3
O=C1c2cccc3cccc(c23)C(=O)N1CCN1CCN(C(=S)Nc2ccc(Cl)cc2)CC1 | -9 | -1% | · | -11
Nc1c(C(=O)Nc2ccc(Br)cc2)sc2nc(-c3ccco3)ccc12 | ? | ? | ? | -16
O=C(NN=C1CCN(Cc2ccccc2)CC1)c1cc2ccccc2cc1O | · | -4% | · | ?
O=C(CN(Cc1ccccc1)C(=O)c1cc2c(s1)CCC2)NCc1cccs1 | 11 | 4% | -22% | 30
Cc1cc(C)nc(N/N=C/c2ccco2)n1 | -2 | -1% | -3% | -110*
O=C(CCS(=O)(=O)c1cccc2nonc12)N1CCN(c2ccc(F)cc2)CC1 | 1 | 0% | 1% | -7
N/C(=N\OC(=O)CSc1ccccc1)c1ccc([N+](=O)[O-])cc1 | · | 2% | · | 15
O=C(NCCc1ccncc1)C(F)(F)F | -9 | 3% | 3% | -19
O=C(CCCOc1ccccc1)Nc1ccncc1 | 9 | 7% | 0% | -23

Screens deposited in PubChem by National Center for Advancing Translational Sciences (NCATS).
